High-throughput results (PubChem BioAssay)
AMA1-RON2 inh: disrupts binding of P. falciparum AMA1 to RON2; AlphaScreen AMA1-biotinylated RON2 peptide binding; Potency, µM (titrated, usually from 58.2 µM), without a hit: top-dose activity change, negative = inhibition, most hits filed as inhibitors; hit rate 0.2% among 360,000;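 also: potency is read from the fitted curve at half-maximal effect; 0% = vehicle wells and -100% = peptide control; nearly all actives have a fitted effect of over 45% in size; some results filed as inactive show a strong effect at the top dose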
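AMA1 (3D7) with his tag at 25 nM final met compounds first, then biotinylated RON2 peptide at 25 nM; detection used donor plus acceptor beads, 10 µg/mL apiece, read by AlphaScreen after 30 min at room temperature.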
HCMV inh: blocks human cytomegalovirus replication; activity change, negative = inhibition, % at 57.5 µM; hit rate 4.5% among 410,000; HFF cells, HCMV-luciferase reporter, 72 h; hits give low values; in the data active = activity change below about -60%; inconclusive = no clear call, values can overlap the other calls; inactive = above about -39%
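Human foreskin fibroblasts infected with luciferase-reporter HCMV at MOI 1 PFU/cell, compounds at two doses. Luciferase measured 72 h post infection; normalized to buffer-only basal and Salinomycin (10uM) controls.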
AmpC inh no detg: inhibitors of E. coli AmpC beta-lactamase without detergent | P00811 | hit rate 0.52% among 330,000 | AmpC nitrocefin hydrolysis, absorbance 480 nm, 0.0001% Triton | Potency, µM (series often up to 57.1 µM), without a hit: top-dose activity change, negative = inhibition, hits mostly inhibitors;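 also: potency is read from the fitted curve at half-maximal effect; plate controls were no compound for no effect and no enzyme for full effect; nearly all actives have a fitted effect of over 20% in size; some results filed as inactive show a strong effect at the top dose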
Target sequence (P00811 whole entry, looked up): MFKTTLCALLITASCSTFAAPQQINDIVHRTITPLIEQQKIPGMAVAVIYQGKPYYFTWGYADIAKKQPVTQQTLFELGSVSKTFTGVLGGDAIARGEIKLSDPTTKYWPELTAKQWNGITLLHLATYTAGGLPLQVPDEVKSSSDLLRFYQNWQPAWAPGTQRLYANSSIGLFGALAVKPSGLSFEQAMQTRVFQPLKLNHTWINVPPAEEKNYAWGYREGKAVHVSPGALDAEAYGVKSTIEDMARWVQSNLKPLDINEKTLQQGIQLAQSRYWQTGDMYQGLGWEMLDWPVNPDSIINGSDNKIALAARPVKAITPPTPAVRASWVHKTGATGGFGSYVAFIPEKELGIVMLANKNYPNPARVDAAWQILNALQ
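20 mM phosphate pH 7.0 + 0.01% (detergent screen) or 0.0001% Triton X-100; 5.3 nM AmpC reagent; cpd preinc 15 min RT; nitrocefin (800 uM stock) to start; A480 q20 s × 4 min; Activity was normalised to no-enzyme and no-compound control wells.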
Tb PYK inh: blocks Trypanosoma brucei pyruvate kinase. hit rate 0.12% among 410,000. Potency, µM (highest dose often 76.8 µM), without a hit: at the top dose activity, negative = inhibition, usual class: inhibitors. TbPYK enzyme, Kinase-Glo Plus ATP luminescence, 45 min. Q57TT1; also: potency is read from the fitted curve at half-maximal effect; nearly all actives have a fitted effect of over 50% in size
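Activity of T. brucei pyruvate kinase was followed by Kinase-Glo Plus luminescence after the enzyme reacted 45 min at room temperature with 130 uM ADP (final) and substrate. Test compounds were added before ADP at multiple concentrations.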
LmPK inh: LmPK (Leishmania mexicana) enzyme inhibition. Q27686. purified LmPK, Kinase-Glo ATP luminescence, 1 h. Potency, µM (doses to about 57.5 µM), for inactives: top-dose activity change, negative = inhibition, most hits filed as inhibitors. hit rate 0.37% among 290,000. AID 1721; also: potency is read from the fitted curve at half-maximal effect
Target sequence (Q27686 whole entry, looked up): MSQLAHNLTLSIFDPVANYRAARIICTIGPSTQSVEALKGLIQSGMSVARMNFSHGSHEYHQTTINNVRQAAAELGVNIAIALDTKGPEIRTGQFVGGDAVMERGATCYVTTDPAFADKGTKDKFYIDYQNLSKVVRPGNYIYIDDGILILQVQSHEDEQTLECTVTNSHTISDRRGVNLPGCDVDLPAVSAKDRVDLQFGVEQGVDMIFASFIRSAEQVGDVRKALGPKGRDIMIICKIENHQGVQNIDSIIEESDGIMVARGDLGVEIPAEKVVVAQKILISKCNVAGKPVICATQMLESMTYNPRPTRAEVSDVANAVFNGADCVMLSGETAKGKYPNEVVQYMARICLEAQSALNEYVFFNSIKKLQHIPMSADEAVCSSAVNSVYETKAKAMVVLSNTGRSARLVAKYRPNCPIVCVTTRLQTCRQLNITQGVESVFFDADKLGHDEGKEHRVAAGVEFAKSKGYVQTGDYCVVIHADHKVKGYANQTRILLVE
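Screened at intermediate enzyme activity to detect both inhibitors and activators: LmPK at 0.1 nM, with a 0.5 nM enzyme column as activation reference. PEP 0.5 mM, ADP 0.1 mM; ATP detected by luminescence after 1 h.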
HCV inhibitor: inhibitors of hepatitis C virus infection. Huh7.5.1 HCVcc-Cre infection, luciferase reporter, 44 h. Potency, µM (titrated, usually from 41.8 µM), inactives show at the top dose activity change, negative = inhibition, actives largely listed as inhibitors. hit rate 3.4% among 340,000; also: potency is read from the fitted curve at half-maximal effect
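1,000 cells/well; 4 h culture; + compound; + HCVcc-Cre (~0.5 moi); 44 h; luciferase substrate, RT 15 min; read 15 sec.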
AmpC inh detg: blocks E. coli AmpC beta-lactamase in detergent assay; P00811; AmpC hydrolysis of nitrocefin, absorbance 480 nm, 0.01% Triton; Potency, µM (doses to about 114 µM), for inactives: at the highest dose activity change, negative = inhibition, usual class: inhibitors; hit rate 0.041% among 370,000; AID 485294;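 also: potency is read from the fitted curve at half-maximal effect; 0% = no-compound wells and -100% = no-enzyme wells; nearly all actives have a fitted effect of over 25% in size; some results filed as inactive show a strong effect at the top dose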
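AmpC (5.3 nM in the dispensed reagent) in 20 mM phosphate pH 7.0 with 0.01% (detergent screen) or 0.0001% Triton X-100 was preincubated with compounds for 15 min at room temperature. Nitrocefin was then added from an 800 uM solution, and hydrolysis was followed at 480 nm.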
* = called active by the depositor; u = inconclusive; x = no result given; & = joins results of further samples; [ ] = remark or other dose. Unless noted, calls follow the shape of the dose curve; as a rule, active = well fitted curve in the direction sought with a large enough effect; inconclusive = small, poorly fitted or top-dose-only effect, or another doubt; inactive = no such curve, though single readings can be large; an effect the other way counts as inactive or inconclusive. Unless noted, % is scaled to controls: 0 for no effect and ±100 for the full control effect.

Start of the data: the first 2 records (preview)
molecule	HCMV inh	AMA1-RON2 inh	LmPK inh	AmpC inh no detg	AmpC inh detg	Tb PYK inh	HCV inhibitor
CC1CN=C(NCc2ccc(F)cc2)S1 (stereo not drawn)	-29	3%	1%	-7%	-4%	-1%	-22%
Cc1cc(C(=O)NNc2ccccc2F)no1	25	-1%	7%	-4%	8%	1%	-1%

This part in full (from the top)
molecule	HCMV inh	AMA1-RON2 inh	LmPK inh	AmpC inh no detg	AmpC inh detg	Tb PYK inh	HCV inhibitor
CC1CN=C(NCc2ccc(F)cc2)S1 (stereo not drawn)	-29	3%	1%	-7%	-4%	-1%	-22%
Cc1cc(C(=O)NNc2ccccc2F)no1	25	-1%	7%	-4%	8%	1%	-1%
O=C(NN1C(=O)/C(=C\c2cccnc2)SC1=S)C(c1ccccc1)c1ccccc1	-36	15%	-6%	-42%	-12%	-12%	5%
COc1cccc(C2=NO[C@@H]3C(=O)N(c4ccc5c(c4)OCCO5)C(=O)[C@H]23)c1OC	-17	7%	1%	-7%	-15%	1%	7%
CS(=O)(=O)Nc1cccc(C(=O)CC2(O)C(=O)Nc3ccccc32)c1 (stereo not drawn)	-68*	6%	0%	-15%	-13%	2%	10%
CCN1C(=O)/C(=C/C=C2/Sc3ccc4ccccc4c3N2CCO)SC1=S	u	-8%	-22%	-22%	-9%	u	-25%
O=C1C(=Cc2ccccc2[N+](=O)[O-])Cc2ccccc21	-96*	-7%	x	x	x	-5%	x
CC(C)c1ccc(NC(=O)c2ccc(F)c(S(=O)(=O)N3CCN(c4ccccc4F)CC3)c2)cc1	-37	x	x	x	-5%	4%	x
COc1cccc2[nH]c3c(N4CCCC(C)C4)ncnc3c12 (stereo not drawn)	26	-6%	-3%	-13%	u	2%	u
O=C(O)/C=C\C(=O)Nc1ccccc1F	u	-5%	2%	-16%	0%	-3%	34%[activator]
CN(C)C(=O)c1ccc(NC(=O)CSc2nc3ccccc3[nH]2)cc1	u	-1%	-1%	-7%[11.4 µM]	-13%	-8%	u
Cn1c(SCc2ccc(C#N)cc2)nnc1-c1ccncc1	-4	2%	-2%	-7%	-23%	11%	11%
Cc1csc(SCCN2C(=O)c3ccccc3C2=O)n1	16	4%	-4%	-11%	u	0%	-4%
Cc1c2c(nc3nc4ccccc4n13)CCCC2=O	x	x	1%	-6%	u	x	x
CCOc1ccc2c(c1)c1nnc(SCC(=O)N3CCC(C)CC3)nc1n2C	21	0%	-2%	-4%	-5%	-10%	15%&10%
CN=C1CN(O)C(c2ccccc2)c2cc(Cl)ccc2N1 (stereo not drawn)	-29	31%	x	x	x	0%	1%
CNC(=O)C(=O)NCC1OCCCN1S(=O)(=O)c1ccc(F)cc1C (stereo not drawn)	-13	-7%	-4%	-10%	3%	-2%	u
Cc1cc(C(=O)NNC(=O)c2cccc(N(C)C)c2)c(C)o1	-12	2%	0%	-17%	10%	-5%	-12%
Cc1cc(C(=O)NNc2ccc(F)cc2F)no1	9	-25%	-1%	-11%	-5%	1%	-12%
CS(=O)(=O)c1ccc(-c2nnn(CC(N)=O)n2)cc1	60	-12%	-4%	-16%	-8%	3%	3%
Cc1ccc(OCc2ccc(-c3nc(C#N)c(NCc4cccnc4)o3)o2)cc1	-39	x	x	x	0%	2%	x
COc1cccc(CN2C(=O)c3ccccc3C2C(=O)NCCc2ccc(OC)c(OC)c2)c1 (stereo not drawn)	6	x	x	x	3%	6%	x
S=C(NCc1ccncc1)Nc1ccc(Cl)cc1Cl	u	-3%	1%	0%[2.29 µM]	-13%	-2%	-15%
CCc1nc2ccc(C(=O)N(C)Cc3ccco3)cn2c1N(CC)Cc1cccc(Br)c1	-13	1%	x	x	x	-2%	x
Cn1c(NCC2CCCCC2)nc2cc(-c3ccsc3)sc2c1=O	5	0%	x	x	x	6%	x
CCCCC1CCC(C(=O)N2CC(=O)Nc3ccc(Br)cc3C2c2ccc(F)cc2)CC1 (stereo not drawn)	-5	x	x	x	u	-4%	x
COc1cc(/C=C2\SC(=Nc3ccccc3)N(CCc3c[nH]c4ccccc34)C2=O)ccc1OC(C)C(=O)O (stereo not drawn)	-32	-15%	3%	112%[activator]	u	-7%	u
Cc1ccc(NC(=O)NCCc2c(C)nn(C)c2C)cc1Cl	18	x	x	x	-7%	-5%	x
CCOCc1nnc(NC(=O)CS(=O)(=O)c2ccc(C)cc2)s1	7	-13%	1%	-36%	-11%	9%	4%
CCc1ccc(C2CC(=O)Oc3c2c(=O)n(C)c2ccccc32)cc1 (stereo not drawn)	-1	x	x	x	-4%	2%	x
COc1ccc([N+](=O)[O-])cc1C(=O)C(=O)c1ccccc1	-20	0%	0%	-8%	3%	2%	0%
COc1ccc(Br)cc1CNC(=O)CCCc1cn(C)c2ccccc12	-11	u	2%	-7%	u	2%	u
CC(C)n1c(SCC(=O)N2CCN(C)CC2)nc2c1c(=O)n(C)c(=O)n2C	11	-2%	1%	-10%	-11%	1%	-5%
CCC(C)NC(=O)c1ccc2nc(Cc3ccc(OC)cc3)oc2c1 (stereo not drawn)	5&86	-2%	3%	2%	-17%&23%	-2%&1%	-5%
O=C(CCCc1ccccc1)NCCC1=CCCCC1	-20	-3%	0%	0%	-1%	-14%	9%
COc1ccc(Cl)cc1NC(=O)CSc1nc(-c2ccccc2)c2ccccc2n1	-15	x	x	x	25%	-5%	x
O=C(/C=C/c1ccc(F)cc1)N1CCc2ccccc2C1	0	-3%	x	-13%	-5%	-5%	-2%
COC(=O)C1=C(c2ccc(-c3ccccc3)c(F)c2)C[C@@H]2CC[C@H]1N2C(=O)NCc1cccc2ccccc12	86	1%	x	-5%	2%	1%	u
Cn1c(=O)[nH]c(=O)c2c1nc(Br)n2CC(O)COc1ccccc1 (stereo not drawn)	24	12%	-6%	-21%	-4%	2%	-5%
CCCCOc1ccccc1C1NC(=O)NC(C)=C1C(=O)OCCOC (stereo not drawn)	36	7%	x	x	x	-3%	3%
CCCCc1c(-c2ccccc2OC)ncn1CCc1cccc(F)c1	-10	15%	x	x	x	5%	x
N=c1oc2cc(O)ccc2cc1C(=O)Nc1ccc(F)cc1	113	-3%	4%	-31%	-12%	-3%	1%
CCS(=O)(=O)N1Cc2ccccc2CC1C(=O)N1CCN(c2ccccc2)CC1 (stereo not drawn)	6	-26%	2%	1%	-6%	4%	-4%
O=C(CSc1c[nH]c2ccccc12)NCC1CCCO1 (stereo not drawn)	46	-1%	-1%	3%	u	-3%	3%
CCc1ccc(S(=O)(=O)c2nnn3c2nc(Nc2cccc(C)c2C)c2sccc23)cc1	-25	x	x	x	5%	-7%	x
O=C(CN1CCN(c2ccccc2O)CC1)Nc1ccc2c(c1)CCC2	59	-4%	-1%	31%	-2%	0%	6%
CCCC(=O)N1CCCC1(C)C(=O)Nc1ccc(C)c(C)c1 (stereo not drawn)	-36	-1%	x	x	x	-4%	x
CN(CC(=O)Nc1ccccc1C(F)(F)F)C(=O)C1=COCCO1	-15	10%	x	-15%	0%	-5%	-8%
CCOC(=O)c1cccc(Nc2nc(C(=O)OCC)nc3ccccc23)c1	-15	x	x	x	2%	3%	x
CCc1ccc(NC(=O)c2ccc(F)c(S(=O)(=O)N(CC)c3ccccc3)c2)cc1	-10	9%[11.6 µM]	4%	-21%	-4%	-9%	u
Cc1nc(COC(=O)c2ccc(CO)cc2)cs1	17	0%	0%	-2%	-12%	-6%	0%
CC(NC(=O)CSc1ncccc1C(=O)O)C1CC2CCC1C2 (stereo not drawn)	0	-9%	1%	108%	-7%	11%	5%
NC(=O)c1ccc(Nc2nc(C(N)c3ccccc3Cl)cs2)cc1 (stereo not drawn)	-30	74%[activator]	x	x	x	1%	x
CCOC(=O)c1cnn(-c2nc(OC)cc(OC)n2)c1C(F)(F)F	-8	15%	1%	16%	-4%	0%	2%
O=c1[nH]c2c(cnn2-c2ccc(Cl)cc2)c(=O)n1-c1cccc(Cl)c1	14	-3%	1%	-24%	u	1%	13%
Cc1cc(C)nc(SCCCNCc2ccc(Br)cc2)n1	-14	-1%	-5%	218%[activator]	u	-10%	-7%
Cc1nn(C)c(C)c1CCC(=O)N1CCCC(C(=O)c2cccc(OC(C)C)c2)C1 (stereo not drawn)	-33	-15%	-9%	104%[activator]	u	-8%	u
CC(C)(C(=O)Nc1nccs1)c1ccccc1	1	0%	-2%	137%[activator]	-11%	1%	-10%
Cc1cc(C)cc(OCc2nnc(SCC(=O)c3ccccc3)o2)c1	26	80%[activator]	7%	u	-1%	0%	-19%
O=C(Nc1cccc(Cl)c1)C1CCCCC1	u	2%	x	-26%	-13%	0%	-7%

Part of the list above, reduced to LmPK inh, Tb PYK inh and HCMV inh:
| smiles | LmPK inh | Tb PYK inh | HCMV inh |
| --- | --- | --- | --- |
| Cc1nn(C)c(C)c1CCC(=O)N1CCCC(C(=O)c2cccc(OC(C)C)c2)C1 (stereo not drawn) | -9% | -8% | -33 |
| CC(C)(C(=O)Nc1nccs1)c1ccccc1 | -2% | 1% | 1 |

Continued.
molecule	HCMV inh	AMA1-RON2 inh	LmPK inh	AmpC inh no detg	AmpC inh detg	Tb PYK inh	HCV inhibitor
CS(=O)(=O)Nc1cccc(C2=NN(C(=O)c3ccco3)C(c3ccco3)C2)c1 (stereo not drawn)	9	-8%	1%	-3%	-2%	3%	u
CCOC(=O)[C@@H](NC(=O)/C=C/[C@H]1O[C@@H](n2ccc(=O)[nH]c2=O)[C@H](O)[C@@H]1O)C(C)C	-6	2%	x	x	x	-1%	x
Cc1nccn1-c1ccc(NC(=O)[C@H]2O[C@@H](n3ccc(N)nc3=O)[C@H](O)[C@@H]2O)cc1	-12	-7%	x	x	x	3%	x
Cc1cc(N/C=C(\C#N)S(=O)(=O)c2ccccc2Cl)nc(C)n1	9	-15%	5%	-26%	-1%	-1%	13%
CC1=C(/C=C/c2ccccc2)CCN(C)C1	42	12%	1%	-13%	-3%	-2%	x
